B2AR arrestin – recruits beta-arrestin to the human beta2-adrenergic receptor. beta-arrestin recruitment to beta2AR, cell-based reporter. 330,000 tested, 0.02% active. Potency, µM (top dose mostly 46.1 µM), inactives show top-dose activation, usual class: activators. AID 492947. P07550;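 note: potency is the fitted concentration of half-maximal effect; 0% = DMSO controls and full agonism = EC100 isoproterenol or metaproterenol; nearly all actives have a fitted effect of over 65% in size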
Tb PFK inh – T. brucei PFK enzyme inhibition; O15648; T. brucei PFK, ADP-Glo luminescence; Potency, µM (series often up to 57.5 µM), for the others: at the top dose activity, negative = inhibition, most hits filed as inhibitors; 330,000 tested, 0.17% active; AID 485367;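 note: potency is the fitted concentration of half-maximal effect; 0% = uninhibited 1x PFK enzyme wells and -100% = no-enzyme wells; nearly all actives have a fitted effect of over 60% in size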
Target sequence (O15648 whole entry, looked up): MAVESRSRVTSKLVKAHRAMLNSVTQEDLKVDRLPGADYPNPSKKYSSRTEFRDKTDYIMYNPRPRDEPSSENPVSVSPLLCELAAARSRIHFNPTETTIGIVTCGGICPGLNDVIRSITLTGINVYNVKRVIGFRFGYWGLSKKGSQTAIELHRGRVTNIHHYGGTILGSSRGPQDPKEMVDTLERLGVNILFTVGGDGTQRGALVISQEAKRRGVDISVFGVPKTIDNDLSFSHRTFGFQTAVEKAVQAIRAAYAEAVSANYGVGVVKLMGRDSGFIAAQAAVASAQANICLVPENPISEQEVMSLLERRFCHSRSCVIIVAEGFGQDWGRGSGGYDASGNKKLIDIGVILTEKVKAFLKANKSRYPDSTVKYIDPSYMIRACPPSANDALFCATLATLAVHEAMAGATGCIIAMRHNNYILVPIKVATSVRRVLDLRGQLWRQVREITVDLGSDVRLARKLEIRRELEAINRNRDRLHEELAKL
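Compounds were pin-transferred as a titration series up to 57 uM into substrate buffer (0.5 mM F6P, 0.1 mM ATP, pH 8.0), then 1.25 nM PFK was added and reactions ran 45 min before ADP-Glo detection.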
GALK inh – galactokinase (human) inhibition; AID 1868; 270,000 tested, 0.007% active; Potency, µM (highest dose often 57.5 µM), without a hit: at the highest dose activity change, negative = inhibition, actives largely listed as inhibitors; P51570; Purified GALK, Kinase-Glo residual ATP luminescence; note: potency is the fitted concentration of half-maximal effect; % is set by controls: 0 for no effect and ±100 for the full control effect
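GALK at 5 nM final was combined with compound, 35 uM ATP and 100 uM galactose in HEPES pH8.0 with MgCl2 and DTT. The reaction ran one hour at room temperature before luminescent ATP detection.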
PKM2 act – activators of human pyruvate kinase M2 | 260,000 tested, 0.34% active | P14618 | purified PKM2, Kinase-Glo ATP luminescence, activation; response scale: 0% is enzyme alone, no compound | Potency, µM (series often up to 57.5 µM), inactives show top-dose activation, usual class: activators; note: potency is the fitted concentration of half-maximal effect; % is set by controls: 0 for no effect and ±100 for the full control effect; nearly all actives have a fitted effect of over 55% in size
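Kinase-Glo luminescence reports ATP generated from ADP (0.1 mM) and PEP (0.5 mM) by purified hPK-M2 after 1 h at room temperature, pH 7.2 imidazole buffer; intermediate enzyme activity allows detecting inhibitors and activators.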
Giardia killer – kills Giardia lamblia; Giardia lamblia trophozoite viability; activity change, % at 7.66 µM, hits read low; 340,000 tested, 0.15% active; in the data active = activity change below about -80%; inconclusive = between about -30% and that limit;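 note: parasites exposed to compound for two days anaerobically before the ATP read; % is set by controls: 0 for no effect and ±100 for the full control effect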
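Luminescence from cellular ATP indicates surviving trophozoites (100 cells/well) following 48 hrs anaerobic compound treatment at 37 deg C; signal develops 15-30 min at room temperature.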
Chronic BCR inh – inhibitors of chronic active B-cell receptor signaling | AID 493014 | ABC-DLBCL IkBa-CBG/CBR reporter, luminescence ratio, 4 h | 340,000 tested, 0.05% active | Potency, µM (series often up to 46.1 µM), for inactives: top-dose ratio change, negative = lower green/red ratio, usual class: inhibitors; active = well fitted inhibition curve with a large enough effect in the signal ratio, with a control signal flat, not every such curve was filed as active; inconclusive = small, poorly fitted or top-dose-only effect, or effect the other way, or a change in a side signal; the % refers to the signal ratio;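 note: potency is the fitted concentration of half-maximal effect; plate controls were basal doxycycline-induced cells for no effect and cells given 10 µM MG132 for full effect; MG132 reads +100%, hits lower the ratio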
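TMD8 human ABC-DLBCL cells with doxycycline-inducible IκBα–green luciferase fusion and unfused red luciferase, in 0.5% FBS medium; compounds up to 46 uM, 4 h at 37C. Green/red luminescence ratio, filter-overlap corrected, fitted to concentration-response curves.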
Menin-MLL TR inh – displaces Texas Red mutant MLL peptide from human menin | 270,000 tested, 0.23% active | Potency, µM (top dose mostly 61.6 µM), inactives show at the highest dose FP activity change, negative = inhibition, usual class: inhibitors | Menin + Texas Red MLL mutant peptide, fluorescence polarization | AID 1768 | O00255; active = well fitted inhibition curve with a large enough effect in the polarisation, with a control signal flat, not every such curve was filed as active; inconclusive = small, poorly fitted or top-dose-only effect, or effect the other way, or a change in a side signal; inactive = no such curve, though single readings can be large or run the other way; the % refers to the polarisation; note: potency is the fitted concentration of half-maximal effect; % of control where 0% means no effect; many of its hits are not listed in these tables
a7 integrin act – activators of alpha7 integrin expression for muscular dystrophy | alpha7betagal myoblasts, beta-gal FDG fluorescence, 48 h | Potency, µM (series often up to 38.3 µM), for the others: at the highest dose activation, usual class: activators | 350,000 tested, 0.064% active | AID 624291;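 note: potency is the fitted concentration of half-maximal effect; 100% = response of the positive control SU9516; nearly all actives have a fitted effect of over 60% in size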
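Alpha7betagal+/- myoblasts (passage 13) were plated 16-24 hr, then exposed to compounds (1:260 dilution of DMSO stock) for 48 hours at 37C. After MPER lysis, β-galactosidase reporter activity was read as FDG fluorescence (ex 480/em 540) after 30 minutes.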
ASM inhibitor – human S-ASM enzyme inhibition; P17405; 340,000 tested, 0.006% active; placental ASM, HMU-PC fluorogenic substrate, 60 min; Potency, µM (highest dose often 57.5 µM), inactives show at the top dose activity change, negative = inhibition, most hits filed as inhibitors; AID 504937; note: potency is the fitted concentration of half-maximal effect
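Human placenta-derived ASM enzyme was preincubated with compound for 10 minutes at room temperature, then given fluorogenic substrate HMU-PC0 (9 uM final) for 60 minutes at 37 °C; a pH 10 stop preceded fluorescence reading at Ex 386/Em 447 nm.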
TSG101-PTAP inh – blocks PTAP/TSG101 interaction to inhibit HIV-1 budding; Q99816; Fluorescence polarization, FITC-PTAP peptide / Tsg101 binding; Potency, µM (highest dose often 115 µM), without a hit: at the highest dose activity change, negative = inhibition, usual class: inhibitors; 340,000 tested, under 10 active; AID 493005; active = well fitted inhibition curve with a large enough effect in the main read-out, with a control signal flat, not every such curve was filed as active; inconclusive = small, poorly fitted or top-dose-only effect, or effect the other way, or a change in a side signal; inactive = no such curve, though single readings can be large or run the other way; note: potency is the fitted concentration of half-maximal effect; % of control where 0% means no effect
Target sequence (Q99816 whole entry, looked up): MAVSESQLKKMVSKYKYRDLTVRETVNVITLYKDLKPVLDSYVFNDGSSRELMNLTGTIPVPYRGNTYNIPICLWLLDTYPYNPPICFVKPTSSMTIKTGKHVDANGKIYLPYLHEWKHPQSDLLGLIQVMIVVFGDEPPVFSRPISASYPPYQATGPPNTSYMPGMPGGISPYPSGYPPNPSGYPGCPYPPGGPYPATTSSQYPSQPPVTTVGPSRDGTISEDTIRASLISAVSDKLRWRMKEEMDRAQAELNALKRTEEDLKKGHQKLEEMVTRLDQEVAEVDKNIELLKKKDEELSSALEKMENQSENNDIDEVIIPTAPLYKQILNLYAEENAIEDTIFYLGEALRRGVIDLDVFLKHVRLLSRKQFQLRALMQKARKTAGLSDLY
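Tsg101 binding domain (10 uM final) was mixed with compound and a FITC-labeled PTAP peptide (50 nM final) in HEPES pH 7.5 buffer with NaCl, Tween 20, EDTA and TCEP; fluorescence polarization was read after 20 min at r.t.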
FBPA coupling cs – counter-screen for Giardia aldolase inhibitors: coupling enzyme system; coupling enzyme system counterscreen, AmpLite Red fluorescence; activity change, negative = inhibition, % at 58.2 µM, hits read low; 290,000 tested, 0.67% active; AID 2472; in the data active = activity change below about -30%; note: % is set by controls: 0 for no effect and ±100 for the full control effect
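Fluorescence at 525 nm excitation and 598 nm emission measured inhibition of the coupled detection system without aldolase. Compounds (at 57.5 uM final) were preincubated 10 min at room temperature with coupling enzyme reagent before a 20 min substrate/AmpLite Red step.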
* marks the source's active call; other numbers are inactive results; u = inconclusive; x = no result given; [ ] = remark or other dose. Unless noted, calls come from the whole dose curve; as a rule, active = well fitted curve in the direction sought with a large enough effect; inconclusive = small, poorly fitted or top-dose-only effect, or another doubt; inactive = no such curve, though single readings can be large; an effect the other way counts as inactive or inconclusive. These rows are one share of the data (hit frequency here may not be typical).

SMILES	B2AR arrestin	Tb PFK inh	GALK inh	PKM2 act	Giardia killer	Chronic BCR inh	Menin-MLL TR inh	a7 integrin act	ASM inhibitor	TSG101-PTAP inh	FBPA coupling cs
COc1cc2c(cc1NC(=O)CN(C)Cc1cccc(OC)c1OC)oc1ccccc12	-0.5%	-4%	-3%	-22%	11	u	0%	0%	-18%	-4%	-8
COc1ccc2cc([C@H](C)C(=O)N(C)Cc3ccccc3N3CCCC3)ccc2c1	3.9%	-7%	-1%	x	-4	25%	u	-51%[inhibitor]	42%	-2%	-5
CCOC(=O)c1cnn2c(N)c(C#N)cnc12	-1.4%	-1%	-1%	-3%	8	3%	-4%	u	17%	1%	4
CCOC(=O)C1CCN(S(=O)(=O)c2ccc(Cl)cc2OC)CC1	0.1%	2%	-1%	5%	-22	u	-6%	4%[7.66 µM]	-2%	-4%	-2
COc1ccc(NS(=O)(=O)c2ccc(Oc3c(C#N)cccc3C#N)cc2)cc1	0.1%	1%	2%	7%	-5	6%	x	-32%	-1%	0%	1
CC(C)C(C(=O)NCC1CCCO1)N(Cc1ccco1)C(=O)CNS(=O)(=O)c1ccc(F)cc1 (stereo not given)	-0.3%	7%	-1%	-1%	-1	0%	-12%	4%	1%	-4%	-1
O=C(Nc1ccccc1)c1ccc(S(=O)(=O)Nc2cccc(O)c2)cc1	-0.1%	-5%	-15%	28%	4	u	x	-7%	-3%	-2%	x
Cc1ccc(-c2nn(CCC(=O)NCC3CCCO3)c(=O)c3ccccc23)cc1 (stereo not given)	5.0%	4%	3%	-2%	2	6%	0%	-17%	-3%	-9%	5
CC1(C)CC(=O)c2c(-c3cccnc3)n[nH]c2C1	x	x	2%	-1%	5	x	5%	15%	2%	-3%	0
Cc1ccccc1C1NS(=O)(=O)N=C1N (stereo not given)	0.1%	1%	0%	-2%	-17	-1%	15%	-9%	6%	-7%	-5
O=C(O)c1ccc(-n2cccc2/C=N\NC(=O)c2cc3cc(Br)ccc3o2)cc1	-0.2%	-29%	x	20%	8	4%	x	4%	2%	-4%	-8
CC(=O)NC(Cc1cc(C)ccc1C)C(=O)N1CCN(C(=O)Nc2ccc(C(C)=O)cc2)CC1 (stereo not given)	-0.3%	-1%	-5%	-3%	9	3%	u	25%	1%	-2%	1
C=CCNc1oc(C2CCCC2)nc1C#N	0.0%	0%	x	x	1	0%	x	x	0%	-7%	x
Cc1nc(SCC(=O)Nc2nc3ccccc3s2)n[nH]1	0.1%	-1%	-9%	1%	-4	u	x	26%	-1%	0%	x
O=C1C2C3C=CC(C4CC34)C2C(=O)N1/N=C/c1ccc(-c2ccc(Cl)cc2[N+](=O)[O-])o1 (stereo not given)	0.2%	3%	2%	-2%	5	2%	-8%	-28%	-10%	-7%	-20
OCCNCCCOc1cc(Cl)ccc1Cl	-0.2%	-2%	5%	-6%	8	17%	-10%	-54%[inhibitor]	1%	-3%	2
CCOC(=O)c1c(C)[nH]c(C(=O)COC(=O)CSCC(=O)N(CC)CC)c1C	0.0%	0%	4%	-3%	7	-1%	1%	-5%	-2%	-3%	-2
CC(=O)c1ccc(N2CCN(S(=O)(=O)c3cn(C)c(C)n3)CC2)cc1	-0.3%	0%	-3%	-11%	-7	1%	x	1%	7%	0%	x
N=C1/C(=C\c2ccc(SCc3ccccc3)o2)C(=O)N=C2SC=NN12	-0.2%	2%	4%	1%	-11	16%	u	-2%	-6%	-4%	3
CCOc1ccccc1N1CC(C(=O)Nc2c(C)n(C)n(-c3ccccc3)c2=O)CC1=O (stereo not given)	-0.4%	-1%	1%	3%	12	-1%	-4%	-18%	-1%	0%	-1
Cn1c(CCNC(=O)c2ccco2)nc2cc(NS(=O)(=O)c3ccccc3)ccc21	6.3%	-3%	-2%	3.2µM*	8	9%	9%	25%[7.66 µM]	2%	-3%	1
O=[N+]([O-])c1cccc(NC(=S)NCc2ccncc2)c1	0.0%	-5%	4%	u	-15	-1%	2%	26%	1%	-4%	0
C=CCN=C(C)C1=C(O)C(C)OC1=O (stereo not given)	-0.3%	9%	2%	0%	-11	2%	0%	-24%	5%	0%	-1
O=C(N/N=C/c1ccc(Br)s1)c1cccs1	-0.8%	-2%	0%	-4%	-2	u	x	-19%	-5%	1%	2
Cc1cc(C)nc(NS(=O)(=O)c2ccc(Br)cc2)n1	-1.0%	-5%	-3%	-1%	-3	8%	6%	9%	1%	-7%	-2
CCN(CC)CCOc1nnc(-c2ccc(C)cc2)c2ccccc12	-1.0%	6%	4%	1%	6	-14%	-20%	-24%	6%	-3%	5
CCOCCCNC(=S)NC1CC2CCC(C1)N2Cc1ccccc1 (stereo not given)	-0.4%	-4%	4%	-1%	10	1%	0%	12%	0%	1%	0
Nc1cc(C(=O)O)ccc1N1CCCCC1	-0.2%	-9%	-4%	10%	-5	6%	-20%	18%	1%	-5%	1
CCN(CC)C(=O)C(C)OC(=O)c1ccc(O)cc1 (stereo not given)	-0.3%	-7%	-2%	-16%	-5	27%	x	4%	-1%	-7%	1
Cc1ccc2[nH]cc(CCNC(=O)c3ccc4c(c3)OCO4)c2c1	-0.2%	-4%	-1%	1%	6	u	12%	0%	-2%	0%	0
COc1ccc(-c2[nH]ncc2CN2CCCN(c3ccccc3)CC2)c(F)c1	0.0%	6%	6%	7%	-7	-3%	-7%	-19%	1%	-2%	1
CCOC(=O)COc1ccccc1/C=C\[N+](=O)[O-]	-1.7%	u	1%	29%	-13	u	-13%	-44%[inhibitor]	2%	-9%	1
CCCNC(=O)Cn1c2ccccc2c2nc(=O)cc(C)n21	0.1%	2%	3%	4%	15	0%	0%	-13%	1%	-1%	0
O=C(Cc1cn2ccsc2n1)Nc1ccccn1	-1.1%	2%	5%	1%	4	2%	-12%	10%	4%	-1%	3
Cn1c(SCc2c(F)cccc2Cl)nnc1-c1cccs1	-0.1%	0%	-4%	5%	42[activator]	u	-14%	3%	4%	-7%	1
COc1ccc(/C=N/Nc2nnc(C)n2N)cc1OC	0.1%	-5%	-2%	3%	-2	u	-5%	-31%	6%	0%	-40*
Cc1cc(NC(=O)C2CCCN(S(=O)(=O)c3cnc[nH]3)C2)ccc1Br (stereo not given)	-0.1%	2%	3%	7%	21	u	13%	29%	-8%	-7%	-1
O=Cc1cn(-c2ccccc2)nc1-c1ccc(F)cc1	0.0%	1%	1%	4%	0	u	-20%	-7%	-1%	-8%	5
NC(=O)CSc1nc2cc(Cl)ccc2c(=O)n1C1CCCCC1	0.3%	0%	14%	-1%	5	u	-3%	-2%	-7%	0%	0
CCOC(=O)C1CCN(c2c(C(=O)c3ccccc3)cnc3ccc(Cl)cc23)CC1	0.4%	0%	-1%	5%	1	u	-24%	0%	0%	-1%	-1
Cc1ccc(CN2CCCN(Cc3cc(C)ccc3C)S2(=O)=O)cc1	0.0%	1%	x	x	25	-4%	4%	0%	-5%	-1%	-1
O=C(NCc1ccccc1F)C1CCCN1C(=O)Nc1ccc(Cl)cc1 (stereo not given)	-1.0%	-3%	3%	x	5	u	18%	-23%	2%	0%	-2
O=C(O)c1cc(O)ccc1N=Nc1ccccc1	0.4%	0%	3%	-2%	-23	u	u	-16%	-9%	0%	4
O=C(O)c1cccc(NC2=C(N3CCOCC3)C(=O)c3ccccc3C2=O)c1	-1.0%	5%	0%	-6%	u	u	x	12%	-2%	-2%	-29
COc1ccc(C2Nc3cccc4cccc(c34)N2)cc1Br	0.0%	-2%	4%	x	1	-4%	u	-18%	-8%	-1%	-3
COc1ccc(CCN2C(=O)CC(NCCc3ccc(S(N)(=O)=O)cc3)C2=O)cc1OC (stereo not given)	-0.2%	-8%	-2%	10%	-16	-1%	-1%	-25%	-2%	-6%	2
Cc1ccc(OCc2n[nH]c(=S)n2-c2ccccc2)cc1	0.0%	9%	2%	-3%	7	0%	14%	-10%	-3%	-2%	4
CC(C)(C)OC(=O)NCC1CCN(S(=O)(=O)Cc2ccccc2)CC1	-0.3%	0%	1%	x	17	2%	4%	0%	1%	-1%	2

Screening data deposited in PubChem by National Center for Advancing Translational Sciences (NCATS).
